# Source: PubChem
# HMGR II inh – E. faecalis class II HMG-CoA reductase inhibition; purified E. faecalis HMGR, NADPH absorbance 340 nm kinetic; inhibition, % at 10 µM; 190,000 compounds, 0.41% hits; AID 1066;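 active = inhibition above a set limit, the median over all tested compounds plus 3 SD, cut at about 9.5% in these data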;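 note: enzyme runs in reverse so mevalonate oxidation gives rising NADPH absorbance; 0% = complete reaction with DMSO and 100% = background rate lacking mevalonate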
# TNAP act hi DEA – increases human TNAP activity under high phosphate acceptor concentration; purified TNAP, CDP-star luminescence, 1 M DEA, 30 min; hits give high values; 0 = EDTA background, 1 = DMSO-only activity; activation factor at 20 µM; 200,000 tested, under 10 active; AID 1136;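 active = activation factor at least 2 at 20 µM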
# Target sequence (P05186 whole entry, looked up): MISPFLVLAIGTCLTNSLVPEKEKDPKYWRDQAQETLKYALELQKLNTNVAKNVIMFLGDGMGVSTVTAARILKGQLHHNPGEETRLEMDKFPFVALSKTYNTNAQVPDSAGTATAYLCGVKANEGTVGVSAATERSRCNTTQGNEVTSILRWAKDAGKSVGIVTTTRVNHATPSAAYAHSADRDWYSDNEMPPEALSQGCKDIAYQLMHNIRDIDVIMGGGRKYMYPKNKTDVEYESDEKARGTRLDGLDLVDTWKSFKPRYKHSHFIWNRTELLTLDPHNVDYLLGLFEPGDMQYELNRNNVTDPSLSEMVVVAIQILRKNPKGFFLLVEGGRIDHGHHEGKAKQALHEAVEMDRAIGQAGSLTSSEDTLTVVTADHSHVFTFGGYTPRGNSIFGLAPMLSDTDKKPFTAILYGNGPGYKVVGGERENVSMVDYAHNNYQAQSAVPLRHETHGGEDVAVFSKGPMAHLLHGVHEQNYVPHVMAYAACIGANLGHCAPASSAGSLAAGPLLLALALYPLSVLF
#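 Dosing: 20 µM single point. System: human TNAP. Amount: TNAP 1/800 final. Incubation: 30 min, room temperature. Read-out: TNAP activation factor scaled between EDTA and DMSO control wells. Signal: luminescence from CDP-star hydrolysis. Medium: 1 M DEA, pH 9.8, Mg2+, Zn2+. Control set: EDTA negative control, DMSO positive control.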
# TR-FRET SRC-2 ct – TR-FRET artefact, counter-screen to PPARgamma/SRC-2 agonist assay | hits give high values | AID 1049 | TR-FRET ratio at 8 µM | 200,000 compounds, 0.4% hits; in the data active = TR-FRET ratio above about 2000; note: inactives centre near 1500
# bIAP inhibitor – blocks bovine intestinal alkaline phosphatase activity | inhibition, % at 20 µM | purified bovine IAP, CDP-star luminescence, 30 min | 190,000 tested, under 10 active;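 active = over 50% inhibition of intestinal alkaline phosphatase at 20 µM in the single-dose screen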
#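 Assay system: bovine IAP enzyme; medium: DEA buffer 100 mM, pH 9.8, with MgCl2 1.0 mM, ZnCl2 0.02 mM; doses: 20 µM single dose; incubation: enzyme reaction for 30 min at room temperature; detection: CDP-star luminescence signal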
# PPARg SRC3 recr – promotes SRC-3 coactivator recruitment by human PPARgamma | biochemical PPARgamma/SRC-3 coactivator recruitment assay | activation, % at 8 µM | 200,000 compounds, 0.26% hits | AID 731; in the data active = activation above about 23%;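 note: 0% = DMSO and 100% = reference agonist; some compounds past the cut are filed as inactive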
# Target sequence (P37231 whole entry, looked up): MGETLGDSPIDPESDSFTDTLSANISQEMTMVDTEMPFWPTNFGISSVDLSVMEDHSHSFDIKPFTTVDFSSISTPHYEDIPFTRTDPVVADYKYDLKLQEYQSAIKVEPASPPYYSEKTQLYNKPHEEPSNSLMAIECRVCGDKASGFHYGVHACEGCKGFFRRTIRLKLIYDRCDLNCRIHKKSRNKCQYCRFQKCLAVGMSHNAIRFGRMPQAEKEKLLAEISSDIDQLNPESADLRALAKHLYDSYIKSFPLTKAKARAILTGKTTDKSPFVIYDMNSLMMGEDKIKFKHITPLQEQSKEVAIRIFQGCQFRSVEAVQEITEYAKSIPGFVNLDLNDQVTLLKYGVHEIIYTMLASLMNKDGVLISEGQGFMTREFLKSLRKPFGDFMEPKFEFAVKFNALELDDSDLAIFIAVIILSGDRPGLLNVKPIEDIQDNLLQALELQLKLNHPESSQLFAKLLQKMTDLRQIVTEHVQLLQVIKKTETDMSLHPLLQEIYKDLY
# PPARg SRC-2 ag – agonists of SRC-2 recruitment by human PPARgamma; PPARgamma LBD-SRC-2 recruitment, biochemical; activation, % at 8 µM; 200,000 compounds, 0.34% hits; AID 1032; in the data active = activation above about 22%;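 note: 0% = vehicle and 100% = reference agonist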
# TNAP inh no acc – blocks human TNAP activity with no phosphate acceptor present; 200,000 compounds, 0.26% hits; inhibition, % at 20 µM; AID 1012; P05186; purified TNAP, CDP-star luminescence, 30 min;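 active = tissue-nonspecific alkaline phosphatase inhibition above about 50% at 20 µM in the single-dose screen, limit read from the data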;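 note: 0% = DMSO negative control and 100% = EDTA positive control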
# bIAP act – intestinal alkaline phosphatase (bovine) activation; AID 1016; activation factor at 20 µM; 200,000 compounds, 0.17% hits; purified bovine IAP, CDP-star luminescence, 30 min; hits give high values; fold of DMSO-control signal, blank-subtracted;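 active = activation factor of 2 or more at 20 µM, a signal rise over negative controls twice the positive control's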
# TNAP inh hi DEA – blocks human TNAP under high phosphate acceptor concentration | inhibition, % at 20 µM | 200,000 compounds, 0.03% hits | P05186 | purified TNAP, CDP-star luminescence, 1 M DEA;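 active = over 50% inhibition of tissue-nonspecific alkaline phosphatase at 20 µM in the single-dose screen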;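 note: plate controls were DMSO wells for no effect and EDTA-quenched wells as full inhibition for full effect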
# PPARg SRC1 recr – promotes SRC-1 coactivator recruitment by human PPARgamma; P37231; PPARgamma-SRC-1 coactivator recruitment biochemical assay; activation, % at 8 µM; 200,000 compounds, 0.41% hits; AID 631; in the data active = activation above about 19%;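 note: 0% = DMSO and 100% = reference agonist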
# * = called active by the depositor; . = not tested or not shown.
SMILES,HMGR II inh,TNAP act hi DEA,TR-FRET SRC-2 ct,bIAP inhibitor,PPARg SRC3 recr,PPARg SRC-2 ag,TNAP inh no acc,bIAP act,TNAP inh hi DEA,PPARg SRC1 recr
Cc1ccc(S(=O)(=O)CCC(=O)OCc2ccccc2)cc1,-6,1,1510,-3,0,3,-4,1,-1,-9
Cc1ccc(Cl)cc1N1CCN(C(=O)C2CCC(=O)N2C(C)C)CC1 (stereo not drawn),-3,1,1451,9,-1,-6,-8,0.9,0,-4
Cc1ccc(N2C(=N)SCC2=O)cc1Cl,1,1.1,1521,-42,2,1,21,1.4,-5,6
CCOc1ccc2[nH]cc(S(=O)(=O)c3ccc(F)cc3)c(=O)c2c1,-7,1.1,1701,10,-3,-1,1,0.9,-7,5
O=C1C2CC(O)CN2C(=O)N1c1ccccc1 (stereo not drawn),-4,1,1652,-5,7,9,-5,1,-4,6
O=C(COc1ccc(Cl)cc1)NNC(=O)c1cccnc1,-9,1.1,1467,-35,1,2,-24,1.3,-6,-5
COc1ccc(CN2CCNC(=O)C2CC(=O)NCc2ccc(C)s2)c(OC)c1 (stereo not drawn),-3,1,1663,1,3,3,-7,1,0,2
CC(=O)c1cccc(N(CC(=O)Nc2ccc(F)cc2F)S(C)(=O)=O)c1,-4,1,1476,10,-3,-5,-11,0.9,-5,-3
COc1ccc(NC(=O)c2ccccc2O)c(OC)c1,-2,1.1,1626,-3,-2,4,-17,1,-7,8
N/C(=N\OC(=O)c1ccccc1Cl)c1ccncc1,-6,1.1,1446,7,-7,0,-9,0.9,-7,-5
Cc1ccc(C(C)C)c(OCCN2C(=O)NC(C)(C)C2=O)c1,4,1,1493,0,-7,3,-7,1,-4,-8
COc1ccc(S(=O)(=O)N(C)CC(=O)N2CCCCCC2)cc1OC,1,1,1558,4,-2,8,-3,1,1,2
CCc1c(C)nc(SCC(=O)N2CCCCC2C)[nH]c1=O (stereo not drawn),-3,1.1,1563,-1,1,-7,-11,1,-6,8
CC(=O)C1=C(O)C(=O)N(CCNCCO)C1c1ccccc1 (stereo not drawn),-3,1,1420,6,4,-12,-4,0.9,-2,6
O=C(O)C1CCN(c2nc(-c3ccccc3)nc3c2oc2ccccc23)CC1,2,1.1,1422,-5,-3,-3,-14,1,-8,2
CS(=O)(=O)Nc1ccc(C(=O)Nc2ccc3c(c2)OCCO3)cc1,-1,1.1,1593,6,-5,-7,-10,0.9,-6,4
CCOC(=O)N1CCN(S(=O)(=O)c2cccs2)CC1,-2,1.1,1533,13,-6,7,-14,0.9,-7,-1
O=C(O)c1cc(C(F)(F)F)nc2ccccc12,-6,1,1438,-26,-1,8,-10,1.3,0,6
Cc1ccccc1C(=O)Oc1ccccc1C(=O)N1CCOCC1,-5,1,1633,-3,4,7,-3,1,1,1
CCC(=O)N1CCc2cc(S(=O)(=O)NC(C(=O)NCc3ccc(F)cc3)C(C)C)ccc21 (stereo not drawn),-4,1,1611,1,-20,-8,-6,1,-4,1
Cc1cc(Oc2ccc(Cl)cc2)nc(-c2ccccc2O)n1,-3,1,1460,20,-11,-5,-14,0.8,-4,-2
Cn1c(-c2ccc(C(=O)c3ccccc3)s2)nc2ccccc21,.,.,1283,.,-1,-2,.,.,.,1
O=C(O)CCc1nc(-c2ccccc2)no1,5,1.1,1607,9,2,2,-18,0.9,-6,11
CC1Cc2ccccc2N1C(=O)c1cc2c(=O)n3ccccc3nc2n1C (stereo not drawn),-3,1,1657,-3,7,13,1,1,4,8
CCNC(=S)N/N=C/c1cn(Cc2ccc(F)cc2)c2ccccc12,0,1,1557,19,0,6,-12,0.8,-2,3
CCCc1[nH][nH]c(=O)c1C(c1cccc(Cl)c1)C(C#N)C#N (stereo not drawn),5,1,1495,-4,-7,6,-2,1,1,1
COc1ccc2cc(CO)c(Cl)nc2c1,-5,1,1393,13,3,-2,-18,0.9,-1,-6
CCN1C(=O)C(CC(=O)Nc2c(C)cccc2C)Nc2cc(S(=O)(=O)N(C)C)ccc21 (stereo not drawn),3,1,1630,-12,8,8,-8,1.1,-4,5
CC(=O)c1ccc(NC(=O)c2ccc3c(Cl)c4c(nc3c2)CCCC4)cc1,-1,1,1354,10,5,-3,-6,0.9,0,-1
CC(=O)N1N=C(c2ccc(C)cc2)OC1c1ccc(C)cc1 (stereo not drawn),1,1.1,1618,11,2,15,-2,0.9,-8,6
Cc1c(Br)c([N+](=O)[O-])nn1C(C)C(=O)NCc1ccco1 (stereo not drawn),-8,1,1690,3,4,15,-11,1,-2,-2
O=C(COc1ccc2ccccc2c1)NN1C(=O)c2ccccc2C1=O,-2,1,1364,5,-1,-4,-17,0.9,-4,-2
CCOc1ccc(NC(=O)CCSc2nnc(C)s2)cc1,-6,1,1527,3,-2,-3,-12,1,-3,10
CCCCCCNC1=NCCS1,1,1,1740,4,3,4,-12,1,-2,6
O=C(NCc1ccccc1)NC1(C(=O)N2CCN(c3ncccn3)CC2)CCCCC1,-2,1.1,1514,-13,3,3,-18,1.1,-10,2
Cc1ccc2nc(-c3cccnc3)oc2c1,3,1.1,1604,14,7,4,-13,0.9,-7,6
O=C(C1COc2ccccc2O1)N1CCn2c(nc3ccccc32)C1 (stereo not drawn),0,1,1523,2,0,5,-11,1,-1,-4
Cc1nc(N2CCN(c3ccccc3)CC2)nc2c1C(=O)CCC2,1,1,1418,4,-3,-13,-5,1,-4,-1
Cc1cc[n+](C(C)C(=O)c2ccc(-c3ccccc3)cc2)cc1 (stereo not drawn),2,1,1653,1,2,0,12,1,-2,4
CCC(C(=O)NC1CCCCC1)n1c(SCc2cccc(F)c2)nc2ccncc21 (stereo not drawn),-3,1,1501,-16,4,5,2,1.2,1,7
CCOC(=O)c1cc(C(O)(C(F)(F)F)C(F)(F)F)c(/N=C/N(C)C)o1,-5,1,1581,0,8,0,-14,1,-4,-6
N#C/C(=C\c1ccc(Sc2nc3ccccc3[nH]2)o1)c1ccccc1,8,1,1375,1,7,4,-16,1,-2,-1
OCCC1CN(Cc2ccc(-n3cccn3)cc2)CCN1Cc1ccccc1 (stereo not drawn),0,1.1,1486,-3,-4,-8,-5,1,-6,3
O=C(COc1ccccc1)NCc1cccs1,0,1,1517,0,1,-9,5,1,-1,4
S=C(NCCCN1CCOCC1)Nc1ccc(Nc2ccccc2)cc1,3,1,1649,17,2,2,-7,0.8,-3,2
CC(=O)c1ccc(NC(=O)NCc2ccc(F)cc2)cc1,-6,1,1601,12,4,17,-14,0.9,-5,9
Cc1ccccc1Nc1c(-c2ccncc2)nc2ccc(Br)cn12,4,1,1469,4,-2,-2,-17,1,0,8
Cc1ccc2cc(CN(C(=O)c3cccnc3)C(C)C)c(=O)[nH]c2c1,-3,1,1379,-8,12,0,-10,1.1,-4,2
Nc1cc(C(=O)OCC(=O)NCc2ccco2)ccc1Cl,-2,1,1593,4,9,6,-8,1,-1,8
C#CCOC(=O)c1ccccc1C(=O)N(CC)CC,-1,1,1738,9,8,2,-9,0.9,-3,0
COc1ccc(-c2noc(CCCC(=O)NCc3ccco3)n2)cc1OC,-3,1,1559,-2,-5,-3,-12,1,-4,3
O=[N+]([O-])c1ccc(-c2ccc(C=Nc3cccc4ccccc34)o2)cc1,-1,0.9,1585,9,7,-3,11,0.9,7,0
COc1cc(OC)c(NC(=S)NCc2ccccc2)cc1Cl,-3,1,1721,18,3,1,7,0.8,1,4
CC1(c2cc(C(F)(F)F)n3nc(C(=O)O)cc3n2)CC1,-4,1,1437,9,5,4,-5,0.9,-2,-4
Cc1c(N(C(=O)CNC(=O)c2ccccc2)C2(C(=O)NC3CCCCC3)CCCCC2)c(=O)n(-c2ccccc2)n1C,-5,1,1457,-6,3,4,-10,1.1,-2,-4
Cc1cc(S(=O)(=O)N2CCN(c3ccccc3O)CC2)c(C)s1,-2,1.1,1467,19,-14,6,-9,0.8,-11,-2
COC(=O)C(C)Oc1ccc(Oc2nc(Cl)ccc2Cl)cc1 (stereo not drawn),3,1,1808,-2,-1,9,-10,1,1,4
CN(C)S(=O)(=O)c1ccc(NC(=O)C2CC(=O)N(Cc3ccccc3)C2)cc1 (stereo not drawn),-1,1,1737,-3,-4,2,-9,1,-4,-4
O=C(Nc1cnn(Cc2c(Cl)cccc2Cl)c1)c1ccc([N+](=O)[O-])cc1,-2,1,1421,9,18,11,-9,0.9,-3,6

# Rewritten with bars between the fields: 15 of the compounds above
structure | HMGR II inh | TNAP act hi DEA | TR-FRET SRC-2 ct | bIAP inhibitor | PPARg SRC3 recr | PPARg SRC-2 ag | TNAP inh no acc | bIAP act | TNAP inh hi DEA | PPARg SRC1 recr
CCOC(=O)c1cc(C(O)(C(F)(F)F)C(F)(F)F)c(/N=C/N(C)C)o1 | -5 | 1 | 1581 | 0 | 8 | 0 | -14 | 1 | -4 | -6
N#C/C(=C\c1ccc(Sc2nc3ccccc3[nH]2)o1)c1ccccc1 | 8 | 1 | 1375 | 1 | 7 | 4 | -16 | 1 | -2 | -1
OCCC1CN(Cc2ccc(-n3cccn3)cc2)CCN1Cc1ccccc1 (stereo not drawn) | 0 | 1.1 | 1486 | -3 | -4 | -8 | -5 | 1 | -6 | 3
O=C(COc1ccccc1)NCc1cccs1 | 0 | 1 | 1517 | 0 | 1 | -9 | 5 | 1 | -1 | 4
S=C(NCCCN1CCOCC1)Nc1ccc(Nc2ccccc2)cc1 | 3 | 1 | 1649 | 17 | 2 | 2 | -7 | 0.8 | -3 | 2
CC(=O)c1ccc(NC(=O)NCc2ccc(F)cc2)cc1 | -6 | 1 | 1601 | 12 | 4 | 17 | -14 | 0.9 | -5 | 9
Cc1ccccc1Nc1c(-c2ccncc2)nc2ccc(Br)cn12 | 4 | 1 | 1469 | 4 | -2 | -2 | -17 | 1 | 0 | 8
Cc1ccc2cc(CN(C(=O)c3cccnc3)C(C)C)c(=O)[nH]c2c1 | -3 | 1 | 1379 | -8 | 12 | 0 | -10 | 1.1 | -4 | 2
Nc1cc(C(=O)OCC(=O)NCc2ccco2)ccc1Cl | -2 | 1 | 1593 | 4 | 9 | 6 | -8 | 1 | -1 | 8
C#CCOC(=O)c1ccccc1C(=O)N(CC)CC | -1 | 1 | 1738 | 9 | 8 | 2 | -9 | 0.9 | -3 | 0
COc1ccc(-c2noc(CCCC(=O)NCc3ccco3)n2)cc1OC | -3 | 1 | 1559 | -2 | -5 | -3 | -12 | 1 | -4 | 3
O=[N+]([O-])c1ccc(-c2ccc(C=Nc3cccc4ccccc34)o2)cc1 | -1 | 0.9 | 1585 | 9 | 7 | -3 | 11 | 0.9 | 7 | 0
COc1cc(OC)c(NC(=S)NCc2ccccc2)cc1Cl | -3 | 1 | 1721 | 18 | 3 | 1 | 7 | 0.8 | 1 | 4
CC1(c2cc(C(F)(F)F)n3nc(C(=O)O)cc3n2)CC1 | -4 | 1 | 1437 | 9 | 5 | 4 | -5 | 0.9 | -2 | -4
Cc1c(N(C(=O)CNC(=O)c2ccccc2)C2(C(=O)NC3CCCCC3)CCCCC2)c(=O)n(-c2ccccc2)n1C | -5 | 1 | 1457 | -6 | 3 | 4 | -10 | 1.1 | -2 | -4
